Source: PubChem (National Center for Advancing Translational Sciences (NCATS))
Luc counter: Counterscreen for Luciferase (Kinase-Glo TM) Inhibition; Potency, µM (titrated, usually from 38.3 µM), for inactives: at the highest dose activity change, negative = inhibition, hits mostly inhibitors; 200,000 compounds, 0.28% hits; Luciferin 4-monooxygenase (Photuris pensylvanica), Q27757; AID 1379, 2008; Kinase-Glo luciferase, ATP luminescence, 8 min; note: potency is the fitted concentration of half-maximal effect; % is set by controls: 0 for no effect and ±100 for the full control effect; nearly all actives have a fitted effect of over 60% in size
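Compound is pinned into ATP-containing buffer (10 uM ATP, imidazole pH 7.2, 7 mM MgCl2). Kinase-Glo luciferase reagent is then added. Light output is recorded following an 8-min room-temperature incubation.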
IMPase Li cell: qHTS Assay for Identifying the Cell-Membrane Permeable IMPase Inhibitors: Potentiation with Lithium; CHO-M1 cells, IP1 TR-FRET (IP-One), carbachol + lithium; Potency, µM (series often up to 59.4 µM), without a hit: top-dose activity, negative = IMPase inhibition, actives largely listed as inhibitors; 210,000 compounds, 0.35% hits;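 note: IP1 builds up when IMPase is blocked and the TR-FRET signal falls; potency is the fitted concentration of half-maximal effect; plate controls were basal vehicle for no effect and high inhibitor control for full effect; nearly all actives have a fitted effect of over 50% in size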
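Steps: plate 2000 CHO-M1 cells per well and culture 16–30 h; add compound and lithium; incubate 30 min, 37C; add d2-IP1 tracer and Eu cryptate anti-IP1 antibody in lysis buffer; read after 10 min at room temperature.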
SMN2 splice up: qHTS Assay for Enhancers of SMN2 Splice Variant Expression. HEK293 SMN2-luciferase splicing reporter, luminescence, 30-36 h. Potency, µM (titrated, usually from 46.1 µM), for the others: at the highest dose activity change, positive = activation, most hits filed as activators. 210,000 compounds, 2.8% hits. AID 1458, 2008; note: potency is the fitted concentration of half-maximal effect; % of control where 0% means no effect; nearly all actives have a fitted effect of over 55% in size
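qHTS luciferase splicing reporter: luminescence rises when SMN2 exon 7 is included in transfected HEK293 cells. Compound exposure lasted 30-36 h at 37C, with 4.5 mM final sodium butyrate as control, followed by a ONE-Glo read.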
HTT cytoprotect: qHTS Multiplex Assay to Identify Dual Action Probes in a Cell Model of Huntington: Cytoprotection (ATP); PC12 HTT-Q103 induced, cytoprotection, ATP luminescence, 40 h; Potency, µM (highest dose often 56.4 µM), inactives show cytoprotection (ATP increase), actives largely listed as activators; 230,000 compounds, 0.14% hits;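 note: potency is the fitted concentration of half-maximal effect; % of control where 0% means no effect; nearly all actives have a fitted effect of over 45% in size; toxic huntingtin expression switched on by the ecdysone agonist tebufenozide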
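Compounds were screened for protection of PC12 cells against cell death after tebufenozide induction (100 nM final) of mutant Huntingtin exon 1 (Q103) fused to GFP.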
HTT aggregate: qHTS Multiplex Assay to Identify Dual Action Probes in a Cell Model of Huntington: Aggregate Formation (GFP); PC12 HttQ103-GFP aggregates, Acumen cytometry, 40 h; Potency, µM (highest dose often 46.1 µM), for inactives: at the top dose activity change, negative = inhibition, most hits filed as inhibitors; 220,000 compounds, 1.1% hits; AID 1688, 2009; note: potency is the fitted concentration of half-maximal effect; % is set by controls: 0 for no effect and ±100 for the full control effect; nearly all actives have a fitted effect of over 60% in size
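Read-out: GFP aggregate count by laser scanning cytometer (488 nm excitation, 500-530 nm emission, 1–25 µm objects >6 SD above background). Cells: PC12, inducible HTTex1-Q103-GFP, 100 nM tebufenozide; compounds titrated.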
LMNA splice mod: qHTS Assay for Modulators of Lamin A Splicing; HeLa LMNA splicing GFP/RFP minigene ratio, 48 h; Potency, µM (series often up to 46.1 µM), for inactives: at the highest dose ratio change, negative = inhibition, actives largely listed as inhibitors; 200,000 compounds, 0.01% hits; active = well fitted inhibition curve with a large enough effect in the signal ratio, with a control signal flat, not every such curve was filed as active; inconclusive = small, poorly fitted or top-dose-only effect, or effect the other way, or a change in a side signal; the % refers to the signal ratio; note: potency is the fitted concentration of half-maximal effect; % is set by controls: 0 for no effect and ±100 for the full control effect
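S3 HeLa cells stably expressing lamin A-EGFP splicing minigene plus DsRed2, 600 cells/well, 48 h compound exposure at 37C. Laser-scanning cytometry; analysed as GFP (500-530 nm)/RFP (575-640 nm) total intensity ratio; 0.5% DMSO vehicle.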
CBFb-RUNX1 inh: qHTS Assay for Compounds Blocking the Interaction Between CBF-beta and RUNX1 for the Treatment of Acute Myeloid Leukemia | Runt-related transcription factor 1 (Homo sapiens) + Core-binding factor subunit beta … | AlphaScreen CBFb-His/RUNX1-biotin binding, biochemical | Potency, µM (series often up to 59.8 µM), without a hit: at the top dose activity, negative = inhibition, hits mostly inhibitors | 230,000 tested, under 10 active | AID 1477, 2009; note: % of control where 0% means no effect
Target sequence (Q01196 whole entry, looked up): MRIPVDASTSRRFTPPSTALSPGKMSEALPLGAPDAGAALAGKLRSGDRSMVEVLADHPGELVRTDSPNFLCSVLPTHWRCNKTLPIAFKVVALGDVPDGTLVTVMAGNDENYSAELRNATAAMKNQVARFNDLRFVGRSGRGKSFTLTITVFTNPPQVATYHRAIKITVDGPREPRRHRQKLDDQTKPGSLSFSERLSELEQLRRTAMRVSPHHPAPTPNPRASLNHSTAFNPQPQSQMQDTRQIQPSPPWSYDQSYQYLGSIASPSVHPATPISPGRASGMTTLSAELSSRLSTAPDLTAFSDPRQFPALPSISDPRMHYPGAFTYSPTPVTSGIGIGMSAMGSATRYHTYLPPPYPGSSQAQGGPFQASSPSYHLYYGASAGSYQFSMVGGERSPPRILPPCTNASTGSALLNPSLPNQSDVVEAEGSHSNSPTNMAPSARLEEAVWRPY
Target sequence (Q13951 whole entry, looked up): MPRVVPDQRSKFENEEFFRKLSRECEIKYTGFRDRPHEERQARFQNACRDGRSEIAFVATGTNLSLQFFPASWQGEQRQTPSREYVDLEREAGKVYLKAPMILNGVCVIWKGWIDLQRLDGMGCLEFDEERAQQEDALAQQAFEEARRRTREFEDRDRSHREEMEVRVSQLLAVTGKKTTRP
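Compounds were screened at multiple concentrations against a preformed CBF-beta(His)/RUNX1(biotin) complex (30 nM of each) for 15 min at room temperature, followed by 90 min with nickel and streptavidin beads and AlphaScreen reading.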
* = called active by the depositor; ? = inconclusive; / = no result given; [ ] = dose if it differs, or a comment. Unless noted, calls come from the whole dose curve; as a rule, active = well fitted curve in the direction sought with a large enough effect; inconclusive = small, poorly fitted or top-dose-only effect, or another doubt; inactive = no such curve, though single readings can be large; an effect the other way counts as inactive or inconclusive.

SMILES	Luc counter	IMPase Li cell	SMN2 splice up	HTT cytoprotect	HTT aggregate	LMNA splice mod	CBFb-RUNX1 inh
CCOC(=O)N1CCN(c2c(NCCCOC(C)C)c(=O)c2=O)CC1	-1.0%	11.4%[38.3 µM]	5.4%	-6.4%[10 µM]	-1.8%	-9.1%	18.2%
Cc1[nH]c2ccccc2c1C(=O)CCl	-2.7%	3.3%	/	12.3%[10 µM]	-9.1%[9.22 µM]	?	6.0%
CCN(CC(=O)NCc1ccc(F)cc1)C(=O)/C=C/c1cccs1	/	4.7%	/	-15.2%	2.9%	/	-1.1%
CN1CCN(C(=S)c2ccc(N(C)C)cc2)CC1	-1.6%	23.8%[38.3 µM]	14.9%	5.7%[10 µM]	-9.8%	-6.8%	20.3%
CCCCNC(=O)c1ccc2c(c1)N(CC)C(=O)c1ccccc1S2(=O)=O	3.2%	-1.7%[38.3 µM]	7.5%	-8.3%	1.1%	-12.8%	11.1%
CN(C)CC(C(=O)c1ccccc1)c1ccccc1 (configuration not stated)	3.4%	32.2%[38.3 µM]	-94.4%[inhibitor]	11.3%[10 µM]	?	?	1.0%
CCN1CCN(Cc2ccc(NC(=O)c3cc(NC(=O)c4ccc5n[nH]nc5c4)cc(OC)c3)cc2C(F)(F)F)CC1	/	/	/	17.3%[10 µM]	18.4%[9.22 µM]	/	10.5%
CCCCCCC(=O)N(O)C1CC(=O)N(c2ccc(F)cc2)C1=O (configuration not stated)	/	/	/	22.6%[10 µM]	-7.6%[9.22 µM]	/	8.9%
CN1CCN(c2ncc3nc(CCc4ccccc4)c(=O)n(C4CC4)c3n2)CC1	/	9.6%	/	-65.7%[inhibitor]	/	?	/
CCOC(=O)c1cc(C#N)c(SCC(=O)O)[nH]c1=O	4.9%	-3.1%	9.6%	1.1%	0.4%	6.7%[46 µM]	15.5%
O=C(Cc1ccccc1)NCCN1CCCC1	/	/	/	13.4%[10 µM]	0.4%[9.22 µM]	/	12.6%
CCOC(=O)CCCSc1nnc(CCCCCN2C(=O)c3cccc4cccc(c34)C2=O)o1	1.0%	24.8%	16.0%	2.51µM*	?	0.7%	-8.1%
CSc1ccc(-c2ccco2)nn1	-24.2%	6.3%	/	-40.4%[inhibitor]	1.5%	/	-1.1%
Cc1ccnc(NC(=O)Nc2ccc3c(c2)OCO3)c1	-11.8%	1.7%	6.31µM*	-84.3%[inhibitor]	-7.0%	/	-1.5%
CCC(C)(C)n1nnnc1C(c1cc2cc(C)ccc2[nH]c1=O)N1CCCC1 (configuration not stated)	-3.7%	13.9%[38.3 µM]	1.5%	-23.0%[10 µM]	11.1%	-11.9%	3.7%

The closing three entries of the section above lead into the next.
SMILES	Luc counter	IMPase Li cell	SMN2 splice up	HTT cytoprotect	HTT aggregate	LMNA splice mod	CBFb-RUNX1 inh
CSc1ccc(-c2ccco2)nn1	-24.2%	6.3%	/	-40.4%[inhibitor]	1.5%	/	-1.1%
Cc1ccnc(NC(=O)Nc2ccc3c(c2)OCO3)c1	-11.8%	1.7%	6.31µM*	-84.3%[inhibitor]	-7.0%	/	-1.5%
CCC(C)(C)n1nnnc1C(c1cc2cc(C)ccc2[nH]c1=O)N1CCCC1 (configuration not stated)	-3.7%	13.9%[38.3 µM]	1.5%	-23.0%[10 µM]	11.1%	-11.9%	3.7%
c1coc(CNc2ncnc3ccccc23)c1	-4.1%	-4.5%[38.3 µM]	-47.3%[inhibitor]	-21.4%	7.94µM*	9.3%	-1.7%
CCc1ccccc1-n1c(SCC(=O)Nc2ccc3c(c2)OCCO3)nc2[nH]ncc2c1=O	7.7%	-17.4%[38.3 µM]	-15.7%	-47.0%[inhibitor]	12.6%	?	-11.5%
COc1cc2c(cc1NC(=O)CN1CCN(S(=O)(=O)c3ccc(F)cc3)CC1)oc1ccccc12	-2.4%	-27.6%[38.3 µM]	6.2%	-8.8%	?	7.3%	5.1%
COc1cccc(OCCn2cccc2/C=C2/C(=N)N3OC(C)=CC3=NC2=O)c1	/	6.9%	/	-13.1%	-10.2%	/	-10.0%
Cc1c(C(=S)NC(=O)C2CC2)c(=O)n(-c2ccccc2)n1C	-0.9%	8.1%	-17.3%	-44.1%[inhibitor]	-7.2%	10.6%[46 µM]	-2.7%
COc1ccc(-c2csc(NC(=O)COc3ccc(N(C)S(=O)(=O)c4ccc(C)cc4)cc3)n2)cc1	-0.2%	5.4%	-15.8%[1.84 µM]	9.2%[10 µM]	-6.6%	?	-5.4%
C=COC(=O)CSc1snc(SCC(=O)OC)c1C#N	-1.0%	1.2%[38.3 µM]	-1.5%	4.1%	-8.1%	0.4%	11.2%
OC[C@H]1O[C@@H](n2cnc3c(N[C@H]4C[C@H]5CC[C@@H]4C5)ncnc32)[C@H](O)[C@@H]1O	/	-8.6%	0.2%	-19.8%	/	/	12.7%
Cn1c2c(c(=O)n(C)c1=O)C(C(F)(F)F)(C(F)(F)F)N=C(C1CCCCC1)N2	0.9%	1.1%	-16.5%	/	?	15.0%	6.8%
COc1ccc(NC(=O)C2CCN(S(=O)(=O)c3ccc(Br)s3)CC2)cc1OC	3.2%	6.4%	-25.6%	/	8.2%	?	-15.9%
CCOc1ccccc1N1CCN(Cc2ccc(OC)c(OC)c2OC)CC1	-2.4%	2.3%	5.9%	-8.0%[10 µM]	6.6%	-13.1%	12.7%
COc1ccc(-c2nc(-c3cccc(C(F)(F)F)c3)no2)cc1OC	-8.2%	-5.9%[38.3 µM]	-26.2%	26.9%	-1.9%	4.2%	-1.3%
Nc1cccc(-c2nc3ccccc3s2)c1	-8.6%	-14.3%[38.3 µM]	57.1%	-68.5%[inhibitor]	9.4%[9.22 µM]	-0.7%	0.4%
CC(=O)c1ccn(S(=O)(=O)c2ccc(Cl)cc2)c1	/	/	/	18.0%[10 µM]	-0.6%[9.22 µM]	3.5%[46 µM]	10.9%
CCC(=O)Nc1nnc(SCC(=O)NCCc2ccc(OC)c(OC)c2)s1	0.1%	9.1%	0.5%	22.4%[10 µM]	-14.5%	?	-2.0%
O=C(NN1CCCCC1)c1ccc(COc2ccc(Cl)cc2)cc1	3.2%	7.6%	-15.5%	/	-0.4%	/	1.1%
C=CCn1c(N2CCCCCC2)nc2c1c(=O)n(C)c(=O)n2C	-2.3%	-0.4%[38.3 µM]	-19.6%	-16.6%[10 µM]	?	?	13.1%
Cc1cccc(NC2SC(=O)NC2=O)c1 (configuration not stated)	-1.8%	0.7%	-1.8%	-10.3%[10 µM]	-3.9%[9.22 µM]	/	8.5%
CCCCNC(=O)C1C2C=CC3(CN(Cc4ccccc4Cl)C(=O)C13)O2 (configuration not stated)	1.2%	-11.3%[38.3 µM]	5.9%	-6.0%	-7.3%	4.5%	0.0%
COc1ccc(Cc2c(N)nc(C)nc2N)cc1	-2.9%	-12.0%	0.7%	9.5%[10 µM]	16.3%	23.3%[46 µM]	-13.3%
CCOC(=O)/C(C#N)=C/c1cc2ccc(C)cc2nc1Cl	-1.2%	12.8%	10.7%	-15.1%[10 µM]	1.5%	?	-0.1%
CCOC(=O)c1c(NC(=O)C2c3ccccc3Oc3ccccc32)sc(C(=O)N(CC)CC)c1C	11.2%	-3.9%[38.3 µM]	-19.7%	-9.7%	?	-14.1%	-2.1%
CSc1ncc(Cl)c(C(=O)NCc2ccc3c(c2)OCO3)n1	1.0%	30.0%[38.3 µM]	1.0%	-14.9%	-11.9%	3.3%	4.0%
N#CCCN(C(=O)COC(=O)C1CCN(S(=O)(=O)c2cccs2)CC1)c1ccccc1	/	6.2%	/	-10.3%	3.3%	/	-4.3%
COC(=O)C1CCN(C(=O)c2sc3nc(-c4ccccc4)cn3c2C)CC1	3.0%	24.9%[38.3 µM]	-21.2%	0.7%	6.8%[9.22 µM]	19.6%	-10.6%
COc1ccc(N(CC(=O)Nc2ccccc2C(=O)NCC(C)C)S(C)(=O)=O)cc1	-0.2%	9.0%	-6.0%	/	-16.4%	-8.4%	4.5%
O=C(CNCC1CCCCC1)Nc1ccc(N2CCCCC2)cc1	-6.8%	1.5%	-7.0%	-21.9%	6.0%	-3.5%[9.22 µM]	9.0%
CCOCCCNC(=O)C(NC(=O)CNC(C)=O)c1ccc(C)cc1 (configuration not stated)	-2.6%	16.0%[38.3 µM]	17.7%	-0.5%	-1.9%	4.1%	5.5%
O=C(/C=C\c1cn(-c2ccccc2)nc1-c1ccc2c(c1)OCCO2)N1CCOCC1	3.8%	15.6%	-15.0%	-12.6%[10 µM]	?	?	?
Cc1cc(N2C(=O)C3C4C=CC(C4)C3C2=O)ccc1NC(=O)c1cccs1 (configuration not stated)	-6.8%	-1.5%	13.2%	/	-6.2%	?	?
CCn1ccnc1CN(C)Cc1cn(-c2cccc(C)c2)nc1-c1cccc(F)c1	3.8%	25.3%	/	-39.5%[inhibitor]	-5.2%	13.0%[46 µM]	-11.2%
CN(CC(=O)Nc1ccccc1N1CCOCC1)S(=O)(=O)c1ccc(F)cc1	0.3%	9.3%[38.3 µM]	-27.3%	-14.0%	-13.0%	10.4%	-2.3%
Cc1cc(C)c(S(=O)(=O)N2CCN(c3ccc([N+](=O)[O-])c(NCc4ccco4)c3)CC2)c(C)c1	4.4%	11.6%[38.3 µM]	-0.7%	-19.0%	-0.7%	13.7%	-3.2%
CCCc1cc(NCCCCO)n2c(nc3ccccc32)c1C#N	-3.6%	-9.1%[38.3 µM]	-11.4%	-21.7%	0.8%	5.6%	11.3%
O=C(N/N=C(\c1ccccc1)c1cccnc1)C(O)(c1ccccc1)c1ccccc1	-2.6%	12.9%[38.3 µM]	9.3%	-28.1%	-11.6%	-9.9%	6.9%
CCN(CC)S(=O)(=O)c1cc(NC(=O)COC(=O)c2sc3ccccc3c2Cl)ccc1C	-1.3%	-23.2%	5.4%	5.0%[10 µM]	-7.0%	-2.6%	-1.6%
